Source: PubChem BioAssay
NOD1 inhibition = NOD1 signaling inhibitors, primary screen, cell-based, luminescence, uHTS (AID 1578) | inhibition, % at 4 µM; hits with a dose series show EC50 in µM | NOD1-driven NF-kB luciferase reporter cells, luminescence; higher % means a stronger effect | hit rate 1% among 290,000; in the data active = inhibition mostly above about 36%, no sharp cut-off; inactive = mostly below about 34%;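 note: HEK-293T reporter cells stimulated with the NOD1 agonist gamma-tri-DAP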
GPR55 beta-arrestin = GPR55 agonists via beta-arrestin recruitment, primary screen, imaging, U2OS cells, beta-arrestin-GFP redistribution (AID 1961); U2OS GPR55 beta-arrestin-GFP redistribution imaging; higher % means a stronger effect; one-dose activation, % at 10 µM; EC50 in µM for titrated hits; hit rate 0.048% among 290,000;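 active = activation above 40% with more than 50 cells counted in the well; inconclusive = wells holding fewer than 50 cells, flagged as toxic or sparse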;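 note: U2OS osteosarcoma cells stably expressing GPR55 and beta-arrestin-GFP; plate controls were DMSO negative control for no effect and LPI positive control for full effect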
Dengue-2 NS5 capping = Dengue-2 NS5 methyltransferase inhibitors, primary screen, biochemical, confirmation dose response (AID 588689); hit rate 0.3% among 340,000; Dengue-2 NS5 methyltransferase capping enzyme assay, biochemical; higher % means a stronger effect; inhibition, % at 25 µM, or IC50 in µM where a hit was titrated; in the data active = a potency from the dose series; inconclusive = inhibition above about 29% without an active follow-up result
West Nile antiviral = inhibition of WNV-induced cytopathic effect – cell-based, CPE readout (AID 1621). CPE inhibition, % at 10 µM; hits with a dose series show IC50 in µM. hit rate 0.02% among 290,000. West Nile virus-infected cells, CPE inhibition; higher % means a stronger effect; in the data active = a potency from the dose series; inconclusive = CPE inhibition mostly from about 3.7% at the one dose, without a potency; inactive = the rest, 99 in 100 with CPE inhibition below about 2.2%; note: strong numbers were not always called active
GPR55 antagonists = GPR55 antagonists blocking LPI-driven arrestin recruitment, primary screen, imaging, U2OS, beta-arrestin-GFP, LPI agonist (AID 2013); U2OS GPR55 beta-arrestin-GFP translocation imaging, LPI antagonism; higher % means a stronger effect; hit rate 0.13% among 290,000; inhibition, % at 10 µM; hits with a dose series show IC50 in µM;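 active = spots per cell inhibited over 60%, with over 100 cells counted and total cytoplasm intensity under 500,000; inconclusive = wells with under 100 cells, flagged as likely toxic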;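 note: U2OS cells stably carrying GPR55 and arrestin-GFP stimulated by 5 µM LPI near EC80; imaged beta-arrestin-GFP aggregate spots per cell after agonist stimulation; plate controls were LPI-stimulated DMSO wells for no effect and DMSO wells without LPI for full effect; some results filed as inactive read as strong as hits; confirmed hits need IC50 under 10 µM and bright autofluorescent wells are also inconclusive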
KOR beta-arrestin-1 = KOR agonists, beta-arrestin recruitment, primary screen, cell-based, luminescence, uHTS (AID 1777); hit rate 0.02% among 280,000; KOR beta-arrestin recruitment, luminescence; higher % means a stronger effect; one-dose activation, % at 10 µM; EC50 in µM for titrated hits; in the data active = activation above about 50%, passing the limit was not always enough; note: a part of the inactive calls stands beside numbers as strong as those of hits
KOR beta-arrestin-2 = kappa opioid receptor blockers – cell-based, luminescence, uHTS (AID 1778); hit rate 0.091% among 290,000; KOR beta-arrestin recruitment, luminescence, antagonist mode; higher % means a stronger effect; inhibition, % at 10 µM, or IC50 in µM where a hit was titrated; in the data active = inhibition above about 50%; note: strong numbers were not always called active
GPR35 antagonists = inhibition of zaprinast-stimulated GPR35 beta-arrestin translocation – imaging, U2OS, beta-arrestin-GFP, zaprinast agonist, primary screen (AID 2058); U2OS GPR35 beta-arrestin-GFP translocation imaging, zaprinast antagonism; higher % means a stronger effect; one-dose inhibition, % at 10 µM; IC50 in µM for titrated hits; hit rate 0.052% among 290,000;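 active = inhibition of at least 50% with at least 30 cells and total cytoplasm GFP at most 10,000,000; inconclusive = under 30 cells or total GFP of 10,000,000 plus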
HIV fusion peptide = inhibitors of HIV fusion peptide binding, primary screen, biochemical, uHTS, fluorescence dequenching (AID 1986); cell-free peptide binding, fluorescence dequenching, 30 min; higher % means a stronger effect; inhibition, % at 20 µM; hits with a dose series show IC50 in µM; hit rate 0.3% among 290,000; in the data active = inhibition mostly above about 52%, no sharp cut-off; inactive = mostly below about 76%; note: some results filed as inactive read as strong as hits
Dengue-2 NS5 capping pilot replicate = recorded beside Dengue-2 NS5 capping, whose call it bears; inhibition, %; measured here: pilot screen replicate inhibition
* hit, by the source's call; ? = inconclusive; · = not tested or not shown; [ ] = another dose, or the depositor's remark. An excerpt; rates above refer to the full screens.

Preview:
SMILES	NOD1 inhibition	GPR55 beta-arrestin	Dengue-2 NS5 capping	West Nile antiviral	GPR55 antagonists	KOR beta-arrestin-1	KOR beta-arrestin-2	GPR35 antagonists	HIV fusion peptide	others
Cc1nonc1NC(=O)CSc1nc2cc(Cl)ccc2c2c1CCCC2	-30%	-0.1%	8%	1.0%	9%	2.9%	6%	-2%	1.5%
COc1ccc(-c2nc(N3CCCC3)[nH]c(=O)c2C#N)cc1	-42%	0.1%	-6%	0.9%	4%	-2.2%	-18%	-14%	4.6%

Results, repeating the preview:
SMILES	NOD1 inhibition	GPR55 beta-arrestin	Dengue-2 NS5 capping	West Nile antiviral	GPR55 antagonists	KOR beta-arrestin-1	KOR beta-arrestin-2	GPR35 antagonists	HIV fusion peptide	others
Cc1nonc1NC(=O)CSc1nc2cc(Cl)ccc2c2c1CCCC2	-30%	-0.1%	8%	1.0%	9%	2.9%	6%	-2%	1.5%
COc1ccc(-c2nc(N3CCCC3)[nH]c(=O)c2C#N)cc1	-42%	0.1%	-6%	0.9%	4%	-2.2%	-18%	-14%	4.6%
CC(C)c1c(O)nc(SCCC(=O)O)[nH]c1=O	3%	1.4%	-5%	0.7%	-3%	9.4%	20%	-1%	0.7%
O=C1c2ccccc2C(=O)N1CCOc1ccc(F)cc1	-2%	-0.1%	-5%	-0.5%	-1%	-1.5%	-4%	-4%	-0.1%
CN(Cc1ccc(-n2cccn2)cc1)Cc1nc(-c2cnccn2)no1	-32%	0.2%	0%	0.5%	3%	-1.2%	-36%	-11%	0.8%
O=C(N/N=C/c1ccncc1)c1ccc(OCc2ccccc2)cc1	2%	-0.1%	1%	-0.3%	9%	·	23%	-11%	-2.5%
CCCCn1c(C)cc(C)c(S(=O)(=O)c2ccccc2C)c1=O	21%	-0.1%	3%	-0.5%	4%	-8.9%	-18%	-9%	-1.7%
COc1ccc(OCC(=O)N/N=C(\C)c2cccs2)cc1	-9%	1.2%	-2%	-0.2%	4%	4.5%	11%	-11%	-1.2%
O=C(O)Cn1c(SC2CCCCC2)nc2ccccc21	-14%	-0.1%	3%	-0.2%	6%	-3.8%	17%	1%	-1.3%
CN(C1=NC(=O)CS1)c1ccc(O)cc1	4%	0.3%	-15%	-0.1%	4%	3.8%	11%	5%	0.9%
O=C(Nc1nccs1)c1ccc(COc2c(F)c(F)cc(F)c2F)cc1	-18%	-0.2%	5%	-1.2%	9%	-2.6%	18%	5%	0.8%
CCc1nc(C)cn1S(=O)(=O)c1cc(F)ccc1OC	-20%	-0.2%	4%	-0.2%	11%	2.7%	11%	9%	0.4%
CCOC(=O)C1Cc2c([nH]c3ccccc23)C(C)N1 (centres undefined)	3%	0.2%	-2%	0.6%	1%	3.2%	-13%	-4%	-3.8%
Nc1nc(C2CC2)c(Sc2sc(N)nc2C2CC2)s1	24%	0.0%	-6%	0.0%	-5%	2.1%	-5%	7%	-3.2%
CCOc1ccc(CCNC(=O)C2CCN(C(=O)N(C)C)CC2)cc1OCC	-8%	-0.3%	-5%	-0.7%	1%	-1.1%	-5%	-10%	-0.1%
COc1ccc(N(CC(=O)NC2CCCC2)C(=O)Cn2nnc(-c3ccc(C)cc3)n2)cc1OC	-12%	-0.2%	5%	-0.3%	2%	-7.8%	13%	-17%	0.7%
CC(=O)c1ccc(Nc2nc(=O)c3cccnc3s2)cc1	-9%	-0.2%	8%	·	4%	4.0%	-56%	-8%	2.1%
CN(CC(=O)NCc1ccncc1)S(=O)(=O)c1ccc(F)cc1	11%	0.0%	-2%	-0.2%	0%	-0.2%	-1%	12%	-1.2%
CCCC1=NN2C(=N)/C(=C\c3cc(C)n(Cc4ccccc4)c3C)C(=O)N=C2S1	1%	0.5%	0%	0.1%	11%	-2.5%	19%	7%	-0.3%
Cc1cccc(C)c1NC(=S)N1CCCN(Cc2ccc(F)cc2)C1	-8%	0.5%	-3%	-0.5%	-21%	6.1%	-1%	32%	1.0%
CC1(C)Cc2c(sc3c2c(=N)n(Cc2ccco2)c(=O)n3CC(=O)Nc2cccc(Cl)c2)CO1	6%	-0.2%	-15%	-0.6%	12%	-9.1%	-22%	-2%	-1.0%
O=C1CC(c2ccc(F)cc2)CC(O)=C1C=NCCN1CCN(C(=O)Nc2ccccc2)CC1 (centres undefined)	1%	-0.2%	-5%	0.2%	1%	1.9%	1%	-4%	-1.2%
CC(=O)c1cccc(S(=O)(=O)N2CCC(n3nnc4cc(F)ccc43)CC2)c1	-16%	-0.1%	-2%	-1.7%	-10%	-0.4%	8%	-2%	0.4%
C=CCNC(=S)NCC	8%	0.3%	-1%	0.1%	2%	2.2%	23%	2%	0.7%
N#Cc1nc(COc2ccc(Br)cc2)oc1NCCN1CCOCC1	18%	-0.1%	-5%	0.2%	8%	-0.4%	-12%	8%	-1.2%
O=C(Nc1ccccc1F)NC1CCCCCCC1	-71%	0.4%	-1%	-0.5%	5%	-0.9%	-6%	0%	0.8%
CC1=CC(c2ccc(Cl)cc2)n2nc(NS(=O)(=O)c3ccc(C)cc3)nc2N1 (centres undefined)	8%	0.0%	19%	0.8%	2%	4.9%	-37%	-9%	7.1%	Dengue-2 NS5 capping pilot replicate=10.0
COCCn1c(C)c(C)c(S(=O)(=O)c2ccccc2)c1N	-2%	0.0%	19%	-0.3%	-6%	5.0%	7%	-2%	22%
COc1ccc(C(=O)c2ccc(OC)c(OC)c2)cc1	-17%	-0.1%	-5%	-0.2%	-27%	-12%	19%	-12%	0.8%
COc1ccc(N(CC(=O)NCc2ccc(C)cc2)S(=O)(=O)c2ccccc2[N+](=O)[O-])c(OC)c1	-20%	-0.2%	-2%	-0.7%	8%	-1.4%	3%	15%	-1.0%
CC/C(C)=C1\SC(N2CCN(C(C)=O)CC2)=NC1=O	2%	0.6%	-5%	-0.1%	10%	0.8%	1%	-1%	0.3%
CCCS(=O)(=O)N1CCC(CCOc2ccccc2)(C(=O)OCC)CC1	-18%	-0.3%	0%	-0.9%	-4%	0.4%	3%	0%	1.5%
COc1ccccc1-n1c(-c2cc(-c3ccco3)[nH]n2)n[nH]c1=S	-6%	-0.1%	-4%	0.2%	5%	-1.5%	2%	-8%	15%
CC(C)Cn1c(=O)c2ccccc2n2c(CCC(=O)NC3CCN(Cc4ccccc4)CC3)nnc12	-16%	-0.1%	-9%	-0.1%	9%	-1.3%	-26%	18%	-0.5%
CCC(Sc1nc2cc3c(cc2c(=O)n1Cc1ccco1)OCO3)C(=O)Nc1ccccc1OC (centres undefined)	32%	-0.1%	1%	?	17%	-2.2%	12%	-4%	-0.5%	Dengue-2 NS5 capping pilot replicate=0.5
COC(=O)c1ccccc1N=Nc1c(C)noc1C	-2%	-0.1%	-1%	0.2%	3%	-1.5%	12%	-5%	1.4%
O=C(CNc1ccc2c(c1)OCO2)N/N=C\c1cn(Cc2ccc(F)cc2)c2ccccc12	55%	0.2%	·	-1.0%	-10%	3.2%	-62%	-20%	19%
O=C(c1ccc([N+](=O)[O-])cc1)c1cc2ccc(O)cc2oc1=O	11%	-0.2%	-2%	-0.3%	-2%	-2.0%	34%	-6%	-2.0%
COc1ccc(S(=O)(=O)n2ccc(-c3ccc(OCCN(C)c4ccccn4)cc3)n2)cc1	48%	0.1%	0%	-0.6%	-9%	3.0%	-34%	2%	-1.7%
Cc1cc(C)n2nc(CCCCc3nc4nc(C)cc(C)n4n3)nc2n1	-9%	0.2%	·	-0.1%	0%	·	-24%[20 µM]	-4%	1.6%
COc1cccc(C(=O)NC(=S)Nc2ccc([N+](=O)[O-])cc2C)c1	-30%	-0.1%	1%	-0.9%	8%	4.5%	2%	-3%	1.8%
C=CCn1c(O)c(C=Nc2ccc(CN3CCCCC3)cc2)c(=O)[nH]c1=S	-11%	0.1%	·	-0.5%	3%	2.8%	-4%	3%	3.2%
COC(=O)Cc1cc(=O)n2[nH]cnc2n1	14%	0.2%	15%	0.0%	-5%	3.4%	-8%	11%	-0.9%
CC(=O)c1ccc(NC(=O)CSc2n[nH]c(-c3cccnc3)n2)cc1	-38%	-0.2%	-12%	-0.1%	-12%	-1.7%	-3%	3%	-2.1%
Cc1cc2nnc(SCC(=O)NCC3CCCO3)n2c2ccccc12 (centres undefined)	-38%	-0.4%	-12%	0.6%	4%	0.3%	-24%	1%	0.3%
CCCC1(C)Nc2ccccc2-c2nc3ccccc3n21 (centres undefined)	-64%	-0.1%	-2%	0.9%	-3%	5.6%	-22%	25%	0.8%
CCc1c(C)c2ccc(OCC(=O)OC)cc2oc1=O	-14%	-0.1%	3%	-0.3%	7%	-2.6%	22%	2%	0.7%
CCc1ccc(N2CC(C(=O)N3CCCC3)CC2=O)cc1 (centres undefined)	-4%	0.0%	-4%	0.5%	-4%	-0.8%	-22%	-16%	1.2%
COc1ccc(C(=O)N2CCN(c3cnn(-c4ccccc4)c(=O)c3Cl)CC2)cc1	-31%	0.2%	3%	0.2%	6%	-2.7%	36%	-13%	-2.3%
CCNC(=O)CCn1nc(-c2ccc(Cl)cc2)c2ccccc2c1=O	-8%	-0.1%	-6%	0.3%	-12%	4.7%	-27%	-2%	-1.0%
CC1(C)C2CCC1(C)C(Nc1ccccc1)C2 (centres undefined)	-9%	0.0%	-6%	0.3%	-9%	2.2%	-8%	9%	-2.1%
CC(C)C(C(=O)NCc1ccco1)N(Cc1ccco1)C(=O)CNS(=O)(=O)c1ccc(F)cc1 (centres undefined)	11%	-0.1%	-2%	-0.6%	-7%	-0.7%	-1%	0%	1.5%
CN(c1ccccc1)S(=O)(=O)c1cccc(NC(=O)CSc2n[nH]c(N)n2)c1	3%	-0.1%	5%	0.5%	-9%	1.0%	16%	3%	1.1%
Cc1ccc(/C=C(\NC(=O)c2ccccc2)C(=O)NC2CCN(Cc3ccccc3)CC2)o1	-17%	0.0%	-1%	-0.4%	3%	0.4%	1%	5%	0.2%
CC(=O)N1N=C(c2ccc3ccccc3c2)OC12CCCC2	1%	-0.2%	-2%	-1.2%	-6%	-0.7%	-13%	-2%	0.8%
NC(=NCCc1ccccc1)NS(=O)(=O)c1cccs1	-19%	-0.4%	4%	0.0%	3%	-0.5%	1%	-11%	-0.8%
Cc1ccc2c(c1)C1CN(C)CCC1N2C(=S)NC(=O)c1ccc(Br)cc1 (centres undefined)	61%*	1.0%	-1%	0.0%	15%	·	·	14%	-1.1%
CCN1C(=O)[C@@H]2C(C(=O)c3cnccn3)=NN[C@@H]2C1=O	-11%	-0.1%	11%	0.6%	0%	2.9%	-13%	-10%	1.8%
NNC(=O)c1csc(-c2ccc(C(F)(F)F)cc2Cl)n1	-8%	-0.1%	5%	-0.2%	1%	2.0%	-50%	4%	0.1%
